DNMT1 block = human DNMT1 methyltransferase inhibitors, primary screen, biochemical, molecular beacon, fluorescence, HinP1I cleavage, uHTS. inhibition (reported as % activation of signal), % at 10 µM. DNA (cytosine-5)-methyltransferase 1 (Homo sapiens), P26358. 360,000 tested, 0.83% active. AID 588458, 2011; in the data active means inhibition above about 50%
NadD block = inhibitors of S. aureus NadD, primary screen, biochemical, colorimetric, uHTS; Nicotinate-nucleotide adenylyltransferase NadD (Staphylococcus aureus N315); purified NadD enzyme, colorimetric absorbance read-out; inhibition, % at 20 µM; 360,000 tested, 0.78% active; AID 602399, 2012; in the data active means inhibition above about 26%; further: some compounds past the cut are filed as inactive
STEP inh = STEP phosphatase inhibitors, primary screen, biochemical, fluorescence intensity, uHTS; Tyrosine-protein phosphatase non-receptor type 5 (Homo sapiens), P54829; recombinant STEP, OMFP fluorogenic substrate; inhibition, % at 20 µM; 360,000 tested, 0.25% active;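 active means inhibition at 20 µM, scaled per plate between control wells, above about 37%, limit read from the data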;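 further: 0% = DMSO with enzyme and substrate and 100% = substrate only without enzyme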
Target sequence (P54829 whole entry, looked up): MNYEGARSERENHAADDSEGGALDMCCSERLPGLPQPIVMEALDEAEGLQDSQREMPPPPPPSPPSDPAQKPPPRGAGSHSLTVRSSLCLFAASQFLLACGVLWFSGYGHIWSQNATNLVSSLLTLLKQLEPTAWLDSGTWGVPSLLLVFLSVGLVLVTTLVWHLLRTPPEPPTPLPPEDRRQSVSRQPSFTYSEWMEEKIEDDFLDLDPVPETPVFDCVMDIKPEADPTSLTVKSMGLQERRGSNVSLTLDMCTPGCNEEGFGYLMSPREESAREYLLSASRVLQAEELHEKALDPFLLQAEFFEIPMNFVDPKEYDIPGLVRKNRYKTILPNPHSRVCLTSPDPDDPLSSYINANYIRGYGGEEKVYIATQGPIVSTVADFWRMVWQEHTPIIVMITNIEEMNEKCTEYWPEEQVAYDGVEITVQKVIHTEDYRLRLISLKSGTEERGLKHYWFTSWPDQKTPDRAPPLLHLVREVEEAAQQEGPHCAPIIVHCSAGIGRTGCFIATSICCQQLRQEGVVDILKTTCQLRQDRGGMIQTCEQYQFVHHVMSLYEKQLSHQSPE
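Test system: STEP tyrosine phosphatase / Reagent: OMFP at 25 µM / Doses: 20 µM, 1% DMSO / Read-out: percent inhibition scaled to no-enzyme and uninhibited-enzyme controls, plate-pattern corrected / Detection: FITC-channel fluorescence of OMFP product / Medium: Bis-Tris buffer pH 6.0, 2.5 mM DTT, 0.005% Tween 20 / Schedule: 20 min at room temperature, dark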
SKN-1 inh = suppressors of acrylamide-induced Pgst-4::GFP reporter in worms, primary screen, SKN-1 inhibitor project, whole organism, uHTS, GFP/RFP fluorescence ratio, strain VP596; inhibition, % at 21.8 µM; 360,000 tested, 0.49% active; AID 624304, 2012; C. elegans VP596 Pgst-4::GFP/RFP ratio, 24 h;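 active means interference check ratio from 0.5 to 1.5 plus GFP to RFP signal ratio inhibition reaching or exceeding a fixed threshold, cut at about 30% in these data, passing the limit was not always enough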; further: some compounds called inactive have numbers as strong as hits
Scp-1 inhibitor = Scp-1 phosphatase inhibitors, primary screen, biochemical, colorimetric, uHTS; AID 493091, 2011; inhibition, % at 20 µM; Recombinant Scp1, phosphopeptide, malachite green phosphate absorbance; 340,000 tested, 0.88% active;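 active means inhibition above about 50% at 20 µM, limit read from the data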;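 further: plate controls were DMSO wells with enzyme for no effect and wells lacking enzyme for full effect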
Target sequence (Q9GZU7 76-261 limits assumed): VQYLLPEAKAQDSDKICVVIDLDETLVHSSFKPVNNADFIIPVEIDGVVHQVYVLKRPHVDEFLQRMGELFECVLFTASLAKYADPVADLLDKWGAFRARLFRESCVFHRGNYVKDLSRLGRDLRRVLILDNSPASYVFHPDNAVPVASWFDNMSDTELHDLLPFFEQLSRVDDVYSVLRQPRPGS
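System: SCP-1 catalytic domain; Reagent: Phospho 17-mer peptide substrate; Doses: one concentration, 20 µM, with 1.0% DMSO; Incubation: 45 min room-temperature reaction, 5 min colour, 30 min stabiliser; Signal: Phosphate-binding colour reagent, absorbance read at 630 nm.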
NRP1-CendR mod = modulators of CendR peptide binding to NRP-1, primary screen, biochemical, fluorescence polarization, uHTS; FAM-RPARPAR peptide binding to NRP-1; Neuropilin-1 (Homo sapiens), O14786; 360,000 tested, 0.85% active; inhibition, % at 25 µM;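 active means inhibition or corrected inhibition above about 18%, plus a signal ratio from 0.5 to 1.5, limit read from the data, passing the limit was not always enough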; further: strong numbers were not always called active
MT1-MMP act inh = blockers of MT1-MMP proenzyme processing, primary screen, HT1080 RFP-PRO-GFP cells, GFP/RFP fluorescence; GFP/RFP ratio fluorescence, overnight; percent of plate control window, DMSO zero; GFP/RFP ratio change, % at 20 µM; Matrix metalloproteinase-14 (Homo sapiens), P50281; 360,000 tested, 0.061% active; AID 651647, 2012;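 active means GFP/RFP ratio change of at least 30% with cell ATP level not reduced by more than half and red fluorescence within 50% of control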; further: strong numbers were not always called active
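Compound: 20 µM single dose, 1% DMSO / System: HT1080 RFP-PRO-GFP cells / Controls: DMSO and RFP-L50D-GFP cell wells / Read-out basis: GFP/RFP fluorescence ratio / Schedule: overnight compound exposure at 37 °C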
Rpn11 inh = Rpn11 (PSMD14) deubiquitinase inhibitors, primary screen, biochemical, fluorescence polarization, uHTS. 26S proteasome non-ATPase regulatory subunit 14 (Homo sapiens), O00487. human 26S proteasome, Ub4-pepOG fluorescence polarization; 20S core pre-blocked with epoxomicin. calls only at 20 µM. 360,000 tested, 0.59% active;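 active means inhibition at 20 µM, scaled to each plate's controls, above about 33%, limit read from the data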
LMPTP block = LMPTP phosphatase inhibitors, primary screen, biochemical, fluorescence intensity, uHTS. Low molecular weight phosphotyrosine protein phosphatase (Homo sapiens), P24666. 360,000 tested, 0.22% active. recombinant LMPTP-A, OMFP fluorogenic substrate. inhibition, % at 20 µM;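 active means compounds that cut the enzyme signal by at least half of the control window in the single-dose screen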;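 further: plate controls were DMSO wells with enzyme plus substrate for no effect and substrate without enzyme for full effect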
Target sequence (P24666 whole entry, looked up): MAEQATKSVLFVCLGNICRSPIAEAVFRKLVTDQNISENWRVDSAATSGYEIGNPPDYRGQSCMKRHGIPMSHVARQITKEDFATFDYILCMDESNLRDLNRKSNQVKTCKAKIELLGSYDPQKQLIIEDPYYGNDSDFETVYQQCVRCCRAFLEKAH
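Assay system: LMPTP-A, protein tyrosine phosphatase of low molecular weight / Medium: pH 6.0 Bis-Tris buffer with DTT and Triton X-100 / Schedule: 50 min enzyme reaction at room temperature, protected from light / Measured by: endpoint fluorescence intensity from OMFP dephosphorylation / Read-out basis: % inhibition relative to no-enzyme and uninhibited control wells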
SUMO1 PPI mod = modulators of SUMO1 protein-protein interactions, primary screen, biochemical, uHTS; Small ubiquitin-related modifier 1 (Homo sapiens), P63165; SUMO1 binding to a labelled peptide, TR-FRET, 1 h; inhibition, % at 20 µM; 360,000 tested, 0.33% active; AID 602429, 2012; in the data active means inhibition above about 37%
Target sequence (P63165 whole entry, looked up): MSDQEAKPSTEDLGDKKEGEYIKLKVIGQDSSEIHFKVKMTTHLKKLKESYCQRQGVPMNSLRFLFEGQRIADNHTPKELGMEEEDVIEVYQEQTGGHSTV
An asterisk follows results filed as active; i = inactive; . = no result given.

SMILES	DNMT1 block	NadD block	STEP inh	SKN-1 inh	Scp-1 inhibitor	NRP1-CendR mod	MT1-MMP act inh	Rpn11 inh	LMPTP block	SUMO1 PPI mod
C=C1CCN([C@@H](Cc2ccccc2)C(=O)NC2CCN(Cc3ccccc3)CC2)S(=O)(=O)c2ccccc21	-1	-3	-3	3	-5	14	1	i	-2.9	-3
COCCCN(C(=O)Cc1ccc(Cl)c(Cl)c1)c1c(N)n(Cc2ccccc2)c(=O)[nH]c1=O	1	-1	0	-8	-7	14	-2	i	0.1	-1
CC1CCN(C(=O)C2CCN(c3ncnc4c3nc3n4CCCCC3)CC2)CC1	1	-3	-4	0	0	10	4	i	-1.6	3
O=C1c2ccccc2C(=O)N1CCC(c1ccc(F)cc1)c1ccco1 (configuration not stated)	2	15	1	27	-8	-12	-4	i	-0.1	10
O=C(COc1ccc(Br)cc1CO)Nc1ccc(S(=O)(=O)N2CCCC2)cc1	-4	-1	1	6	-2	-8	1	i	0.6	3
CCOc1ccc(Oc2c(/C=N/NC(=O)COc3ccccc3OC)c(C)nn2-c2ccccc2)cc1	-22	1	2	3	-8	-9	-20	i	6.3	-3
COc1ccccc1N(C)S(=O)(=O)c1ccc(C(=O)Nc2cccc(S(=O)(=O)N3CCOCC3)c2)cc1	-4	-3	-4	22	-13	6	-11	i	2.0	5
COc1cccc(/C=C/C(=O)OCC(=O)NCC2CCCO2)c1 (configuration not stated)	-4	-1	-3	8	-5	0	5	i	-1.4	0
COc1ccc([C@H]2CC(=O)C=C(c3ccc(Cl)cc3C)C2)cc1	-5	-3	2	5	-18	13	3	i	3.4	3
CCCCCn1c(CNC(=O)COC)nc2ccccc21	-3	-5	-17	9	2	7	0	i	-2.0	2
Cc1ccsc1-c1nc(-c2ccccc2)c(-c2ccccc2)[nH]1	4	1	-1	-3	-7	6	5	i	0.5	-2
CCN(CC)S(=O)(=O)c1ccc2c(c1)nc(CCC(=O)OCC(=O)N1CCc3ccccc31)n2C	-1	0	3	-3	-2	8	-7	i	-0.6	2
O=c1[nH]c2ccc(S(=O)(=O)Nc3ccc(Cl)cc3)cc2[nH]1	0	-3	-2	25	-1	2	-1	i	-0.2	6
O=C(Cc1ccccc1)N/N=C/c1ccc2cccc(O)c2n1	-4	10	2	-3	-4	-8	2	i	-0.5	-24
CC1CC1C(=O)OCC(=O)NCc1ccccc1Cl (configuration not stated)	2	0	1	-7	-6	-2	6	i	-0.5	2
CCCCn1c(N)c(N(CC(C)C)C(=O)c2ccc(Br)s2)c(=O)[nH]c1=O	0	-6	1	-13	-7	12	-1	i	0.2	4
Cc1nc(-c2ccc(Cl)cc2)sc1C(=O)NNC(=O)C(C)C	-2	3	0	1	-13	4	3	i	-1.2	-18
CCN(Cc1ccccc1)C(c1ccc(Cl)cc1)c1nnnn1C(C)(C)C (configuration not stated)	4	10	3	-3	-3	4	-14	i	4.6	3
Cc1ccc(S(=O)(=O)Nc2cccc(-n3cnnn3)c2)cc1C(=O)O	12	2	14	3	23	-8	-1	i	-0.4	0
CC(C)(C)S(=O)N1Cc2cc(C(=O)NCCCN3CCOCC3)nc(-c3cccc(-c4cc5ccccc5o4)c3)c2[C@@H]1CCO (some centres not stated)	-17	-6	4	3	.	1	7	i	0.9	0
O=C1NC2(CCCCCC2)C(=O)N1Cc1cccc(Cl)c1	3	-3	-2	29	-8	0	3	i	-1.0	5
COc1cc(CC(=O)OCC(=O)c2ccc(F)cc2)cc(OC)c1OC	-5	1	2	24	-18	11	1	i	0.0	-4
COc1ccc(-c2nnc3ccc(SCc4ccccc4)nn23)cc1	1	11	4	-4	-3	-3	-6	i	0.6	-25
c1ccc(CC[C@@H]2CC[C@@H](CCc3ccccc3)N2)cc1	-6	-2	1	5	-2	-4	3	i	0.2	26
CC#CCCc1nc2ccccc2c(=O)n1N	4	-5	-1	9	-8	4	-1	i	0.6	-3

Sorted by length of the SMILES (smallest number first): some entries from above.
SMILES	DNMT1 block	NadD block	STEP inh	SKN-1 inh	Scp-1 inhibitor	NRP1-CendR mod	MT1-MMP act inh	Rpn11 inh	LMPTP block	SUMO1 PPI mod
CC#CCCc1nc2ccccc2c(=O)n1N	4	-5	-1	9	-8	4	-1	i	0.6	-3
COc1cc(CC(=O)OCC(=O)c2ccc(F)cc2)cc(OC)c1OC	-5	1	2	24	-18	11	1	i	0.0	-4
O=C(COc1ccc(Br)cc1CO)Nc1ccc(S(=O)(=O)N2CCCC2)cc1	-4	-1	1	6	-2	-8	1	i	0.6	3

(more compounds)
SMILES	DNMT1 block	NadD block	STEP inh	SKN-1 inh	Scp-1 inhibitor	NRP1-CendR mod	MT1-MMP act inh	Rpn11 inh	LMPTP block	SUMO1 PPI mod
O=C(CSc1nnc(COc2cccc3ccccc23)o1)N1CCN(C(=O)c2ccco2)CC1	-2	-2	0	9	0	-9	10	i	0.1	1
N#Cc1ccc(OCC(=O)Nc2ccc(N3CCCC3)cc2)cc1	-2	3	0	1	-2	-12	-2	i	1.9	1
CCOC(=O)CSc1nnc(CNC(=O)c2ccc(S(=O)(=O)N(C)C)cc2)n1C	1	1	-1	-20	27	6	-2	i	-1.3	-1
O=S1(=O)N=C2CCCCCN2C(c2ccc(Cl)cc2)N1 (configuration not stated)	1	-2	-3	-10	-6	-6	1	i	-0.9	1
COc1ccc(/C=C/C(=O)OCC(=O)Nc2ccc(C)cc2)cc1S(=O)(=O)N1CCOCC1	2	-2	-2	15	-13	0	7	i	-0.9	-12
Cn1c(=O)c2c(c3ccccc31)OC(C)(C)CC2	3	3	0	9	-6	11	0	i	-0.2	-1
Cc1ccc(S(=O)(=O)N2CCOCC2)cc1NC(=O)COc1ccccc1Cc1ccccc1	-12	2	2	20	-12	0	6	i	2.2	1
CCCNC(=O)NC1C(NC(=O)NCCC)N(C)C(=O)N1C (configuration not stated)	2	-2	0	-16	-2	4	2	i	0.2	2
Cc1sc2nc(N3CCOCC3)[nH]c(=O)c2c1-c1ccccc1	5	-2	-9	8	-4	10	4	i	-1.5	-16
Cc1sc2ncnc(N3CCC(C(=O)Oc4cccc(Cl)c4Cl)CC3)c2c1C	-6	6	2	12	15	-5	-1	i	4.0	2
CCc1cccc(CC)c1NC(=O)c1ccc(-n2cncn2)nc1	4	-1	-1	-4	2	10	-3	i	0.0	-2
CCCCn1c(SCc2nc3ccccc3s2)nc2ccccc2c1=O	-1	4	6	2	7	-4	-9	i	4.8	-2
CC(C)CN(CC(C)C)C(=O)CS(=O)(=O)Cc1ccccc1	1	-2	2	-3	10	3	11	i	-1.4	3
CSc1ccc(C2NC(=O)c3ccccc3N2)cc1 (configuration not stated)	-1	-9	0	17	-13	2	-4	i	-1.6	0
COc1ccc(C2C(C(=O)N3CCOCC3)=C(C)NC3=C2C(=O)CC(C)(C)C3)cc1O (configuration not stated)	2	-5	0	11	2	4	5	i	-0.5	0
COC(=O)C1CCN(C(=O)Cc2ccccc2OC)CC1	-3	10	-2	11	-3	-3	-1	i	0.4	-2
CCCCN(C)Cc1c(C)[nH]c2ccc(C)cc2c1=O	1	-5	-4	12	-11	-6	3	i	-0.2	2
COc1cc(NC(=S)N2CCOCC2)c(OC)cc1Cl	1	4	-1	-13	-19	8	3	i	-0.6	-1
CN(C)S(=O)(=O)Oc1ccccc1C(=O)Nc1cccc(C(F)(F)F)c1	-4	0	2	-7	-10	-3	0	i	-2.1	4
COc1ccc(-c2oc(NC(=O)CCl)c(C#N)c2-c2ccc(OC)cc2)cc1	16	-2	1	-13	-8	-40	-7	i	0.8	-7
COc1ccccc1-c1n[nH]c(=S)n1Cc1ccccc1	-1	2	1	7	4	-1	0	i	-2.2	2
CC(C)NC(=S)N1CCN(Cc2ccc3c(c2)OCO3)CC1	2	-4	3	7	-12	2	-1	i	-1.8	1
O=C(CN1CCN(CC(=O)Nc2ccc(OCc3ccccc3)cc2)CC1)Nc1ccc(F)cc1	-5	-5	-2	-12	-8	7	3	i	-0.6	-1
O=C(CSc1ccccc1)Nc1nnc(C2CC2)s1	8	-5	1	-3	-2	7	3	i	0.8	4
Cc1cc(C)c2c(N)c(-c3nnc(SCc4ccc(Cl)cc4)n3C)sc2n1	1	1	-2	1	-11	14	2	i	-0.8	-6
New compounds follow
SMILES	DNMT1 block	NadD block	STEP inh	SKN-1 inh	Scp-1 inhibitor	NRP1-CendR mod	MT1-MMP act inh	Rpn11 inh	LMPTP block	SUMO1 PPI mod
CCCOc1ccc(CCc2n[nH]c(=S)n2-c2ccccc2)cc1	-1	-2	0	-1	-3	1	2	i	-0.8	2
CC(C(=O)Nc1ccccn1)N1C(=O)C2C3C=CC(C3)C2C1=O (configuration not stated)	-3	-5	3	-3	-5	-2	1	i	-1.1	1
Cc1ccc(-c2cc(C(=O)Nc3cccc(S(=O)(=O)N(C)C)c3)c3ccccc3n2)o1	-8	26	0	-1	-1	-22	-3	i	1.2	-15
O=C(NC1CCCc2ccccc21)c1ccc([N+](=O)[O-])cc1 (configuration not stated)	-1	-6	1	8	3	9	2	i	-0.1	-28
COc1ccc(NS(=O)(=O)c2ccc(N3CCOCC3)c(NC(=O)C(C)C)c2)cc1	-1	-1	0	7	-9	-12	-7	i	-1.9	2
N#C/C(=C\c1ccc(OCc2ccccc2)cc1)C(=O)Nc1nc2c(s1)CCN(Cc1ccccc1)C2	34	29	0	-10	5	-111	-17	.	5.0	-1
O=C(NCc1ccccc1)NC(=O)c1ccc(Cl)cc1	4	-4	0	18	-5	-7	-3	i	0.3	-2
CC(=O)NC1C(=O)N=C(SCC(=O)NC(C)c2ccccc2)NC1=O (configuration not stated)	1	-1	0	6	-5	14	0	i	-1.6	3
O=S(=O)(NC1CCN(S(=O)(=O)c2ccc3c(c2)OCCO3)C1)c1c(F)cccc1F (configuration not stated)	-1	-2	-1	-1	-8	15	1	i	-0.4	-2

Source: PubChem BioAssay
